Screens deposited in PubChem BioAssay by National Center for Advancing Translational Sciences (NCATS).
D2 ag – activates the human D2 dopamine receptor; P14416; HEK293 T-REx D2 cells, calcium flux agonist mode; activation, % at 2 µM; actives 0.53% (n = 340,000);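 active = activation over 3 SD above normal in the single-dose calcium agonist read, cut at about 30% in these data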; note: 0% is about no effect
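HEK293 Trex D2 cells, tetracycline-induced, o/n 30 C 5% CO2; no-wash Ca dye, RT 30–90 min; 10-cycle baseline, 23 nl cpd added, kinetic Ca read 180 s; agonist hits = positive Ca response.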
TrxR1 substrate – rat thioredoxin reductase 1 substrate activity. O89049. purified TrxR1 substrate turnover, NADPH consumption readout. Potency, µM (series often up to 114 µM), for inactives: at the highest dose activity change, negative = substrate turnover. actives 0.01% (n = 390,000). AID 588456; note: potency is the fitted concentration of half-maximal effect; % is set by controls: 0 for no effect and ±100 for the full control effect; nearly all actives have a fitted effect of over 50% in size
Target sequence (O89049 whole entry, looked up): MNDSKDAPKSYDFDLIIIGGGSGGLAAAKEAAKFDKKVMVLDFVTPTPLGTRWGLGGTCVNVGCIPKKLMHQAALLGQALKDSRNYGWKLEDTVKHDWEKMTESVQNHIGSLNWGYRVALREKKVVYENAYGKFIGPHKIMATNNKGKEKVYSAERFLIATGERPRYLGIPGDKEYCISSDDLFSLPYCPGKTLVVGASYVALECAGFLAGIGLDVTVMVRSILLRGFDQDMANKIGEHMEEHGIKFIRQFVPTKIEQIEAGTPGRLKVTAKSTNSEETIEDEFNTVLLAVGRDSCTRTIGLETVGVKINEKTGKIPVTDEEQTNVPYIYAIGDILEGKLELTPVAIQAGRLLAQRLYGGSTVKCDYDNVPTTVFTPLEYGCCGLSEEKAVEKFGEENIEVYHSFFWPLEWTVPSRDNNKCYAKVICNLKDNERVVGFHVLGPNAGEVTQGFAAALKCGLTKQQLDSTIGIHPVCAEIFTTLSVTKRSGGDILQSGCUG
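Rat TrxR1, dispensed at 90 nM, was prereduced with 400 uM NADPH (final) for 5 min at ~22 deg C, then incubated with compound 15 min before 400 uM selenite. A first-read NADPH fluorescence drop versus no-compound background flagged substrates.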
TrxR1 inh – blocks rat thioredoxin reductase 1; recombinant rTrxR1, NADPH fluorescence consumption, selenite substrate; actives 1% (n = 390,000); Potency, µM (highest dose often 114 µM), without a hit: at the highest dose activity change, negative = inhibition, usual class: inhibitors; O89049; note: potency is the fitted concentration of half-maximal effect; % is set by controls: 0 for no effect and ±100 for the full control effect; nearly all actives have a fitted effect of over 65% in size
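Rat TrxR1 (90 nM in the dispensed reagent) was pre-reduced with 400 uM NADPH for 5 min at room temperature, then incubated with compound for 15 min. After 400 uM selenite was added, NADPH fluorescence (Ex 340/Em 450 nm) was followed for 8 min.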
TRHR ag – activates the human TRH receptor. P34981. TRHR cells, calcium flux fluo-8, FDSS agonist mode. activation, % at 2 µM. actives 0.18% (n = 360,000); in the data active = activation above about 30%; note: 0% is about no effect
Target sequence (P34981 whole entry, looked up): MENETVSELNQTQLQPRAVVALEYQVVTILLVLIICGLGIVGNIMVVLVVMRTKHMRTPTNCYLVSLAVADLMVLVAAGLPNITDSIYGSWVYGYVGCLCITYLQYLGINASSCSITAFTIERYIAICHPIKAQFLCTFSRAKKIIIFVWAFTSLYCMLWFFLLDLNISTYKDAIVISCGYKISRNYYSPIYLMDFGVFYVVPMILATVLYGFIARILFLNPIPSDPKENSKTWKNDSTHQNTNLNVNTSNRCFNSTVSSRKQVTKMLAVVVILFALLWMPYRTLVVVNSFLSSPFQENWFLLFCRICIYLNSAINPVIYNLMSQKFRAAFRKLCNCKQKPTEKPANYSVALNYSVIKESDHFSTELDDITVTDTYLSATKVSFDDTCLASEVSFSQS
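Steps: seed TRHR cells overnight; add fluo-8 no-wash Ca dye, RT 30 min–1.5 h; record 10 s baseline; pin-transfer compounds; monitor fluorescence 1 cycle/s for the agonist window. Calcium increases flag candidate agonists.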
D2 antagonist – D2 dopamine receptor (human) antagonism; P14416; actives 2% (n = 340,000); HEK293 TREx D2 cells, calcium flux, dopamine EC80; inhibition, % at 10 µM; AID 485344; in the data active = inhibition above about 30%; note: 0% is about no effect
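Inhibition of EC80 dopamine-driven calcium flux, recorded kinetically, defines activity here; cells are a tetracycline-induced HEK293 T-REx line expressing force-coupled D2.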
mIDH1 inhibitor – blocks human mutant IDH1 R132H enzyme; IDH1-R132H enzyme, NADPH consumption, diaphorase/resazurin fluorescence; Potency, µM (doses to about 76.6 µM), for inactives: at the highest dose activity change, negative = inhibition, usual class: inhibitors; actives 0.093% (n = 390,000); note: potency is the fitted concentration of half-maximal effect; % is set by controls: 0 for no effect and ±100 for the full control effect; nearly all actives have a fitted effect of over 65% in size
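IDH1-R132H (0.5 ug/mL) preincubated 30 min with compound, then NADPH (0.016 mM) and alpha-KG (2 mM) added; 80 min at RT, pH 7.5. Remaining NADPH coupled via diaphorase/resazurin to fluorescence (540/590 nm); concentration-response curves normalized to no-enzyme control.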
Pin1 inhibitor – human Pin1 inhibition; Q13526; Pin1 FP peptide displacement, HiFluor488, 10 min; Potency, µM (titrated, usually from 115 µM), for the others: top-dose activity, negative = inhibition, usual class: inhibitors; actives 0.009% (n = 390,000); active = well fitted inhibition curve with a large enough effect in the polarisation, with a control signal flat, not every such curve was filed as active; inconclusive = small, poorly fitted or top-dose-only effect, or effect the other way, or a change in a side signal; inactive = no such curve, though single readings can be large or run the other way; the % refers to the polarisation; note: potency is the fitted concentration of half-maximal effect; % is set by controls: 0 for no effect and ±100 for the full control effect
Target sequence (Q13526 whole entry, looked up): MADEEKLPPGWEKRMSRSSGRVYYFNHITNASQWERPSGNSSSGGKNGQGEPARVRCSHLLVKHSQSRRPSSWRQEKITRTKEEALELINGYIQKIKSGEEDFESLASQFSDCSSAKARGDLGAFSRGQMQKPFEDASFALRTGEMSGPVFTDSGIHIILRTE
TRHR PAM – TRH receptor (human) allosteric enhancement; TRHR cells, fluo-8 calcium fluorescence, EC20 TRH enhancement; actives 0.66% (n = 360,000); enhancement, % at 2 µM; AID 493056; in the data active = enhancement above about 30%; note: 0% is about no effect
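TRHR-expressing cells loaded with fluo-8 calcium dye were read kinetically (ex 480/em 530) during compound addition, then stimulated with an EC20 of TRH (10 nM final). Enhancement of the Gq-mediated intracellular calcium response was scored.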
USP1-UAF1 inh – blocks the human USP1/UAF1 deubiquitinase complex | O94782 | Potency, µM (top dose mostly 57.1 µM), inactives show at the top dose activity change, negative = inhibition, usual class: inhibitors | recombinant USP1/UAF1, Ub-Rhodamine cleavage fluorescence | actives 0.23% (n = 390,000) | AID 743255; note: potency is the fitted concentration of half-maximal effect; % is set by controls: 0 for no effect and ±100 for the full control effect; nearly all actives have a fitted effect of over 60% in size; inactives centre near -12
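USP1/UAF1 complex at 1 nM was preincubated with compound for 15 min at room temperature, then Ub-Rho substrate (150nM final) was added. Fluorescence (480/540 nm) was read kinetically, 6 reads every 60 seconds.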
* hit, by the source's call; u = inconclusive; x = not tested or not shown; & = joins results of further samples; [ ] = remark or other dose. Unless noted, calls come from the whole dose curve; as a rule, active = well fitted inhibition curve with a large enough effect; inconclusive = small, poorly fitted or top-dose-only effect; inactive = no such curve, though single readings can be large or run the other way.

Below each SMILES – Pin1 inhibitor	D2 antagonist	D2 ag	TrxR1 inh	mIDH1 inhibitor	TrxR1 substrate	TRHR PAM	TRHR ag	USP1-UAF1 inh
[1] CN(CC(=O)NCCc1ccc(S(N)(=O)=O)cc1)CC(=O)Nc1ccc(F)c(F)c1F
 : 0.1%	x	x	-7.2%	0.0%	-9.4%	x	x	3.0%
[2] C/C=C/c1ccc(OCCCCOc2ccc(OC)cc2)c(OC)c1
 : -4.0%	-0.8	0.0	-11.3%	3.8%	-17.2%	-4.0	0.1	-6.8%
[3] Cc1ccc(NC(N)=S)cc1
 : -2.1%	4.3	0.1	-22.3%	4.1%	-9.7%	1.4	-0.2	-3.0%
[4] Cc1cc(C(=O)Cn2nnc3ccccc3c2=O)c(C)n1-c1c(C)n(C)n(-c2ccccc2)c1=O
 : -6.1%	-1.5	0.1	16.9%	2.4%	4.0%	4.8	-0.3	9.0%
[5] O=C(/C=C/c1ccc(Cl)cc1)NCCCn1ccnc1
 : 5.8%	5.1	-0.3	-23.5%	5.7%	-12.1%	6.2	-1.0	-6.4%
[6] CCC(c1nnnn1CCc1ccccc1)N1CCN(c2ccc(OC)cc2)CC1 (configuration not stated)
 : -2.4%	-22.7	1.1	11.5%	5.5%	2.2%	-0.8	-0.2	-13.2%
[7] O=C(c1ccccc1)c1ccc(OCC(O)CN2CCCCC2)cc1 (configuration not stated)
 : 0.5%	15.2	0.4	11.3%	2.3%	4.2%	-1.8	1.8	-21.4%
[8] S=C(Nc1ccc(Br)cc1Cl)NC1CCN(Cc2ccccc2)CC1
 : -0.9%	70.2*	0.9	-11.3%	3.6%	-1.6%	1.9	2.3	-16.6%
[9] Oc1ccccc1N1CCN(CC(O)COCc2ccccc2Cl)CC1 (configuration not stated)
 : -2.8%	18.0	10.3	16.2%	-5.1%	-2.7%	0.5	-0.2	-1.1%
[10] COc1cc(CN2CCCN(C)CC2)c([N+](=O)[O-])cc1OC
 : -8.5%	24.2	-0.6	u	8.8%	9.2%	3.3	0.6	-22.7%
[11] COc1ccc(/C(C)=N/NC(=O)CN(c2ccc(OC)cc2)S(=O)(=O)c2ccccc2)cc1
 : -4.5%	0.5	0.9	19.7%	3.4%	3.0%	15.3	0.0	-8.8%
[12] COc1cc2c(cc1OC)/C(=C/C(=O)N1CCOCC1)NC(C)(C)C2
 : 40.5%[activator]	-4.6	-0.8	-114.9%	-1.4%	31.7%[activator][57.1 µM]	6.3	-1.0	-4.0%
[13] COc1cc(/C=N\NC(=O)CN2CCOCC2)ccc1OCC(=O)Nc1ccc(C)c(C)c1
 : 2.8%	x	x	1.8%[57.1 µM]	-0.8%	9.6%[57.1 µM]	x	x	-1.8%
[14] CC(NC(=O)c1ccc(OC2CCN(S(=O)(=O)N(C)C)CC2)cc1)C1CC1 (configuration not stated)
 : -0.9%	-15.9	0.3	13.1%[57.1 µM]	-1.7%	7.5%[57.1 µM]	14.8	0.1	-22.3%
[15] COc1cc(OC)c(C(=O)Nc2cc(Cl)ccc2-n2cncn2)cc1OC
 : 1.6%	-4.5	1.4	-16.5%[57.1 µM]	7.4%	-5.7%[57.1 µM]	1.3	0.0	-2.2%
[16] COCCNC(=O)CN1C(=O)c2cccnc2Oc2ccc(Cl)cc21
 : -0.2%	x	0.7	12.0%	1.5%	1.1%	13.3	0.0	0.4%
[17] COC(=O)c1ccc(CNC(=O)COC(=O)c2cccs2)cc1
 : -13.0%	x	x	7.7%[11.4 µM]	-1.9%	16.2%[57.1 µM]	x	x	-16.6%
[18] Cc1ccccc1C(=O)N1CCC(C(=O)Nc2cccc(S(=O)(=O)N3CCCCC3)c2)CC1
 : 0.7%	-52.6	0.5	35.4%	4.0%	9.7%	-1.3	0.3	-20.1%
[19] COc1ccccc1-c1nnc(SCC(=O)NCc2c(C)c(Cl)cc(C(C)C)c2O)o1
 : 4.6%	23.4	-1.1	9.8%	3.5%	-0.1%	-1.2	1.3	-15.4%
[20] Cc1ccc([N+](=O)[O-])cc1S(=O)(=O)Nc1cccc(-c2ccc(N3CCOCC3)nn2)c1
 : 4.5%	9.0	0.4	-0.6%[57.1 µM]	-2.4%	-1.5%[57.1 µM]	-0.4	0.6	-27.3%

Only USP1-UAF1 inh (two entries from above):
item	structure	USP1-UAF1 inh
16	COCCNC(=O)CN1C(=O)c2cccnc2Oc2ccc(Cl)cc21	0.4%
17	COC(=O)c1ccc(CNC(=O)COC(=O)c2cccs2)cc1	-16.6%

More structures.
Below each SMILES – Pin1 inhibitor	D2 antagonist	D2 ag	TrxR1 inh	mIDH1 inhibitor	TrxR1 substrate	TRHR PAM	TRHR ag	USP1-UAF1 inh
[21] CC(=O)Nc1cccc(NC(=O)COc2ccc3c(c2)OCO3)c1
 : -0.3%	-8.0	-0.9	12.5%	-3.3%	-4.3%	4.1	0.2	-10.8%
[22] CCN(C(=O)CSc1n[nH]c(-c2ccc(OC)cc2)n1)c1c(N)n(Cc2ccccc2)c(=O)[nH]c1=O
 : 36.6%[activator]	x	x	-7.6%	5.7%	-5.9%	x	x	-0.6%
[23] Cc1cccc2cc(CNC3CCCC3)c(Cl)nc12
 : -2.7%	-8.0	13.1	16.9%[11.4 µM]	4.1%	-4.6%[57.1 µM]	1.8	1.9	2.1%
[24] O=C(O)c1c(CNCc2cccc(F)c2)c2ccccc2n1Cc1ccccc1
 : -3.2%	x	0.4	12.0%[57.1 µM]	-3.5%	5.0%[57.1 µM]	-5.9	-0.1	-12.8%
[25] COc1ccc(C2=CCC3CCCCN3C2)cc1OC (configuration not stated)
 : 0.3%	x	x	15.4%[57.1 µM]	4.1%	-8.6%[57.1 µM]	x	x	-7.6%
[26] CCn1c(Oc2ccccc2)nc2c1c(=O)n(C)c(=O)n2C
 : -2.5%	-18.5	0.1	6.0%[57.1 µM]	5.7%	9.2%[57.1 µM]	10.9	0.3	-6.7%
[27] O=C(NCC1COc2ccccc2O1)c1cccc(S(=O)(=O)N2CCOCC2)c1 (configuration not stated)
 : -2.7%	-8.4	0.4	8.0%	-3.5%	3.8%	-0.8	-0.3	-9.8%
[28] COc1ccc(OC)c(CN2CCN(C(=O)c3cc(S(=O)(=O)Nc4ccccc4OC)ccc3C)CC2)c1
 : 1.7%	-1.3	0.2	u	1.2%	-3.5%	-2.7	-0.3	-15.4%
[29] COc1ccc(-c2c(-c3cccc(C)c3)oc3ccc(-c4ccc5c(c4)OCO5)cc23)cn1
 : -3.3%	x	x	29.3%[57.1 µM]	0.0%	18.9%[57.1 µM]	x	x	-13.0%
[30] CCO[C@@H]1OC(C(=O)N2CCCCCCC2)=C[C@H](C2CCCCC2)[C@H]1CCCO
 : 10.1%	-2.7	0.4	-2.5%	1.1%[38.3 µM]	-5.5%	-9.3	-0.1	-17.5%
[31] COc1ccccc1NC(=O)N(Cc1ccco1)C1CCN(C(C)=O)CC1
 : -2.9%	x	-0.3	-3.4%[57.1 µM]	11.4%	-9.0%[57.1 µM]	9.7	0.3	10.7%
[32] Cc1cc(NC(=O)c2cccc([N+](=O)[O-])c2)n(-c2ccccc2)n1
 : 0.2%	17.8	0.2	-4.5%	5.5%	-2.0%	2.9	0.2	-10.8%
[33] Cc1nnc(SCc2ccc(Cl)cc2Cl)[nH]c1=O
 : -13.8%	x	x	18.6%	-1.4%	4.6%	-2.9	0.7	-13.2%
[34] CCCCn1c(C2CC(=O)N(c3ccc(OCC)cc3)C2)nc2ccccc21 (configuration not stated)
 : -1.6%	x	3.8	13.3%	0.4%	2.4%	2.8	-0.7	-22.1%
[35] CC1CCCN(C(=O)Cn2c(=O)oc3cc(S(=O)(=O)N4CCCCC4)ccc32)C1 (configuration not stated)
 : 6.0%&4.0%	-7.5	0.2&0.0	17.7%&18.7%	-2.8%&-13.2%	-2.2%&2.4%	-2.8&-1.7	-0.3&-0.1	-21.0%&-14.2%
[36] Cc1ccc([N+](=O)[O-])cc1S(=O)(=O)n1ccnc1C
 : -1.8%	10.2	-0.2	8.4%[57.1 µM]	-7.4%	2.1%	19.3	0.1	-5.1%
[37] COCCSc1nnc(-c2cccc(C#N)c2)n1C
 : 0.3%	-2.9	0.9	-5.8%	1.9%	2.8%	3.6	0.7	-4.9%
[38] Cc1ccc(S(=O)(=O)CCC(=O)OC(C)c2nnc(-c3cccs3)o2)cc1 (configuration not stated)
 : 5.5%	x	x	14.0%	5.5%	8.2%	x	x	-22.8%
[39] CCn1c(=O)c(C(=O)CN(C)Cc2cccc(OC)c2OC)c(N)n(Cc2ccccc2)c1=O
 : -29.7%	9.1	-0.1	9.9%[57.1 µM]	-0.8%	-5.4%	9.8	-0.2	-15.0%
[40] CCCCc1c(C)nc2ccc(C(=O)OCC)cc2c1Cl
 : -4.7%	-9.8	1.2	-11.2%	-0.2%	-3.7%	-7.5	-0.1	-11.9%
[41] CC(NC(=O)c1noc2c1CCCCC2)c1ccccc1 (configuration not stated)
 : -6.1%	8.0	-2.4	14.5%	18.4%	4.0%	30.5*	1.8	-17.7%
[42] Cc1ccc(Cl)cc1N1CCN(C(=O)CCCn2c(=O)[nH]c3ccc(Br)cc3c2=O)CC1
 : u	x	-0.5	21.4%	-3.0%	-3.4%	0.3	0.6	-16.3%
[43] CCCC1(C(=O)OCC)NC(c2ccc(OC)cc2OC)C2C(=O)N(c3ccc4c(c3)OCCO4)C(=O)C21 (configuration not stated)
 : 0.5%	2.2	0.9	4.8%[57.1 µM]	4.3%	2.8%[57.1 µM]	8.7	0.9	-3.4%

The list is partial; count on the stated rates, not on these rows.
